KB-3-1 tox: kills parental KB-3-1 adenocarcinoma cells. Potency, µM (titrated, usually from 46.1 µM), for inactives: at the highest dose activity change, negative = cytotoxic, hits mostly cytotoxic. 400,000 compounds, 1.4% hits. KB-3-1 viability, CellTiter-Glo ATP luminescence, 72 h; further: on the % scale 0 is the no-effect control and ±100 the full control effect; nearly all actives have a fitted effect of over 60% in size
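72 h, 37 °C compound treatment of KB-3-1 parental cells; CellTiter-Glo added, 10 min, luminescence read. Data corrected against DMSO-only plates and normalized before curve fitting.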
SW480 rereplic: induces DNA re-replication in SW480 colon adenocarcinoma cells. SW480 DNA re-replication, Hoechst DNA content imaging, 48 h. Potency, µM (series often up to 46.1 µM), inactives show top-dose re-replication activation, hits mostly activators. 340,000 compounds, 1.8% hits; further: % of control where 0% means no effect; nearly all actives have a fitted effect of over 55% in size
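Cells (250 per well) received 23 nL compound or DMSO by pin tool and were kept 48 hr at 37 C, 5% CO2. Nuclei were then stained with Hoechst for 40 min and scanned for DNA content.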
KB-V1 cytotox: KB-V1 MDR subline cytotoxicity; KB-V1 MDR cells viability, CellTiter-Glo, 72 h; Potency, µM (top dose mostly 46.1 µM), without a hit: top-dose activity change, negative = cytotoxicity, most hits filed as cytotoxic; 400,000 compounds, 3.4% hits; AID 1347076; further: on the % scale 0 is the no-effect control and ±100 the full control effect; nearly all actives have a fitted effect of over 60% in size
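KB-V1, DMEM (no phenol red) + 10% FBS; cpd pin-transferred, titration series; 72 h, 37 degrees C; CellTiter-Glo, luminescence. Data normalized, curve-fit.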
GLP1R ag: agonists of human GLP-1 receptor. P43220. HEK293 GLP-1R CRE-luciferase, luminescence, 4-6 h; cells express a hypersensitive GLP-1R form. Potency, µM (highest dose often 45.6 µM), for inactives: top-dose activation, hits mostly activators. 380,000 compounds, 0.007% hits. AID 624172; further: % of control where 0% means no effect
Target sequence (P43220 whole entry, looked up): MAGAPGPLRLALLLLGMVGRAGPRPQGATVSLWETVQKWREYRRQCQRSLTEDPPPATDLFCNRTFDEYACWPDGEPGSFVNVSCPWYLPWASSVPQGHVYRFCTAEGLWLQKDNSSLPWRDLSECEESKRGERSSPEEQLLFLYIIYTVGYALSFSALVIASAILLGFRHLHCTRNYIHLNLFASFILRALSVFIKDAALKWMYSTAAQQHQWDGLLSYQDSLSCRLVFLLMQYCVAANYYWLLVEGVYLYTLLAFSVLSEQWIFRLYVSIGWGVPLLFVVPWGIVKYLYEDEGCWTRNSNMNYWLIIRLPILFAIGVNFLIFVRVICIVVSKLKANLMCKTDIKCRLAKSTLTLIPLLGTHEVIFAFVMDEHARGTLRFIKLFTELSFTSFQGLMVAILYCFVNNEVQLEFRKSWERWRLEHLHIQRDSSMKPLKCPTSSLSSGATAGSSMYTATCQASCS
The depositor's hits bear a star; ? = inconclusive; . = no result given; & = joins results of further samples. The call rests on the fitted dose curve; in most records, active means well fitted curve in the direction sought with a large enough effect; inconclusive means small, poorly fitted or top-dose-only effect, or another doubt; inactive means no such curve, though single readings can be large; an effect the other way counts as inactive or inconclusive. Potency means the concentration at half of the fitted maximal effect. Some of the compounds tested. The share of hits here may be higher or lower than overall.

SMILES | KB-3-1 tox | SW480 rereplic | KB-V1 cytotox | GLP1R ag
COc1cc2c(NC3CCN(C)CC3)nc(N3CCCN(C)CC3)nc2cc1OCCCN1CCOCC1 | ? | . | -13% | .
Cc1cccc2c(=O)[nH]c3c(-c4nc(-c5ccc(Cl)cc5)cs4)c(O)cn3c12 | 19% | . | 9% | .
Cc1cnc2ccccc2c1C | 19% | . | 5% | .
CC(=O)c1ccc(S(=O)(=O)N2CCN(c3nc(-c4cccs4)nc4ccccc34)CC2)cc1 | 15% | . | 21% | .
C[n+]1c(/C=C/c2ccc(N)cc2)sc2ccccc21 | 0% | . | 0% | .
CN(C)c1ccc(/C=C/c2nc3ccccc3s2)c(Cl)c1 | ? | . | ? | .
CC1(C)OC(=O)C2(Cc3ccc(Cl)cc3N3CCCCC32)C(=O)O1 (centres undefined) | 27% | . | 13% | .
Cc1cc(C)cc(C(=O)C[n+]2cccc(Br)c2)c1 | 11% | . | 0% | .
CCCCN(CCC(=O)O)c1ccc(/C=C/c2ccnc3ccccc23)cc1 | ? | . | ? | .
Nc1[nH]c(=S)[nH]c(=O)c1N=O | ? | . | 0% | .
CCC[n+]1c(/C=C/c2c(OC)cc(OC)cc2OC)ccc2ccccc21 | 1.3µM* | . | 6% | .
COC(=O)C1=C(C(=O)OC)[C@]2([C@H]3C/C=C\CN[C@@H](Cc4ccccc4)C(=O)N3Cc3ccccc3)C=C[C@H]1O2 | ? | . | ? | .
O=S(=O)(c1ccccc1C(F)(F)F)N1CCN(c2nc(-c3cccs3)nc3ccccc23)CC1 | -28% | . | -12% | .
CCCCNC(=O)Cn1c(SCc2cccc(Cl)c2)nc2ccncc21 | ? | . | 25% | .
Nc1nc(NCc2cccc(Cl)c2)c2[nH]cnc2n1 | 0%&-11% | . | 9%&-5% | .
C[N+]1(CC(=O)c2ccccc2)CCc2ccccc2C1 (centres undefined) | 10% | . | 0% | .
COC1=C2C[C@H](C)C[C@H](OC)[C@@H](O)[C@@H](C)C=C(C)[C@H](OC(N)=O)[C@@H](OC)C=CC=C(C)C(=O)NC(=CC1=O)C2=O | ? | . | -1% | .
CC(C)N(c1ccc(C=O)cc1)C(C)C | 5% | . | 4% | .
COc1ccc(/C=c2\[nH]c(=O)/c(=C/c3ccc(OC)c(OC)c3)[nH]c2=O)cc1OC | ? | . | ? | .
COc1cc(OC)c(OC)cc1/C=C/c1ccc2ccccc2n1 | ? | . | ? | .
O=[N+]([O-])c1ccc(/C=C/c2ccnc3ccccc23)c([N+](=O)[O-])c1 | 0% | . | 0% | .
CC(=O)c1ccc(NC(=O)c2cnn3c2NC(=C2CC2)C=C3C(F)F)cc1 | ? | . | ? | .
CC(=O)Nc1ccc(Nc2nc(Nc3ccc(Cl)cc3)nc(N3CCOCC3)n2)cc1 | -4% | . | -9% | .
CN(C)c1ccc(/C=C/c2ccnc3ccccc23)cc1O | -25% | . | -18% | .
OC(Br)C(O)C(O)N1CCCc2ccccc21 (centres undefined) | -12% | . | -9% | .

(more compounds)
SMILES | KB-3-1 tox | SW480 rereplic | KB-V1 cytotox | GLP1R ag
CN(C)c1ccc(/C=C/c2cc3ccccc3cn2)cc1 | 1.5µM* | . | 9% | .
Brc1cccc[n+]1Cc1ccc(C[n+]2ccccc2Br)cc1 | ? | . | 13% | .
Cc1cc(C=CC#N)cc(C)c1Nc1nc(Nc2ccc3c(c2)CCC3)c2[nH]cnc2n1 | ? | . | ? | .
Nc1cccc(S(=O)(=O)N2CCOCC2)c1 | ? | . | 5% | .
C[N+]1(CC(=O)c2ccc(Cl)cc2)CCOCC1 | 5% | . | 2% | .
CC(=O)N/C(=C/c1ccccc1)c1sc2ccccc2[n+]1CCCCI | 0% | . | 5% | .
S=c1[nH]c(=S)c2[nH]cnc2[nH]1 | ? | . | 0% | .
O=C(COC(=O)c1ccc(C(F)(F)F)cc1)NC(=O)C1CCCCC1 | 13% | . | -15% | .
Cc1cccc2cc(CN(Cc3ccccc3)Cc3nnnn3Cc3ccccc3)c(=O)[nH]c12 | ? | . | ? | .
Cc1cccc(OCC(=O)Nc2ccc(O)c(-c3nc4ccccc4o3)c2)c1 | 1% | . | 0% | .
CN(C)c1c(Cl)cc(/C=C2\C=Cc3ccccc32)cc1Cl | 0% | . | 0% | .
CC(=O)c1ccc(S(=O)(=O)N2CCN(c3nc(-c4ccccc4)nc4ccccc34)CC2)cc1 | ? | . | -1% | .
O=C(/C=C/c1ccc(Cl)cc1)Nc1cccc([S+](=O)([O-])Nc2ccccc2F)c1 | 0%&-1% | . | -9%&0% | .
Cc1cc(/C=C/c2c(C)cnc3ccccc23)ccc1N(C)C | ? | . | 16µM* | .
CSc1ccc(/C=C2\C=Cc3ccccc32)cc1 | 0% | . | 0% | .
COC(=O)c1ccccc1NC(=O)COc1ccccc1C(=O)Nc1ccccc1 | ? | . | ? | .
[O-][N+]12CCCc3cccc(c31)CCC2 | 10% | . | 1% | .
c1ccc2nccnc2c1 | 4.6µM* | . | ? | .
NCCCCCCNS(=O)(=O)c1cccc2ccccc12 | ? | . | 0% | .
O=S(=O)(c1cccc(Cl)c1)N1CCN(c2nc(-c3ccccc3)nc3ccccc23)CC1 | ? | . | -12% | .
Cc1ccccc1NC(=O)c1nc(SCc2ccccc2F)ncc1Cl | ? | . | 0% | .
C=C1C=C(C(F)F)n2ncc(C(=O)N3CCCCC3)c2N1 | ? | . | -7% | .
Nc1nc(NCc2ccc(Cl)cc2)c2[nH]cnc2n1 | 0% | . | -13% | .
O=Cc1ccnc2ccccc12 | 2% | . | -3% | .
CCCCCCCCCCCCCCCC[n+]1ccc(C)cc1 | 1.6µM* | . | ? | .

Next section, starting with the last five of the part before.
SMILES | KB-3-1 tox | SW480 rereplic | KB-V1 cytotox | GLP1R ag
Cc1ccccc1NC(=O)c1nc(SCc2ccccc2F)ncc1Cl | ? | . | 0% | .
C=C1C=C(C(F)F)n2ncc(C(=O)N3CCCCC3)c2N1 | ? | . | -7% | .
Nc1nc(NCc2ccc(Cl)cc2)c2[nH]cnc2n1 | 0% | . | -13% | .
O=Cc1ccnc2ccccc12 | 2% | . | -3% | .
CCCCCCCCCCCCCCCC[n+]1ccc(C)cc1 | 1.6µM* | . | ? | .
CN(C)c1ccc(/C=C/c2sc3ccccc3[n+]2Cc2ccccc2)cc1 | 0% | . | ? | .
N#Cc1nc(NCc2ccc(Cl)c(Cl)c2)c2ncn(CCCO)c2n1 | 0% | . | -10% | .
COc1ccc2c(c1OC)C(=O)N1c3ccccc3C(=O)N(Cc3ccco3)C21 (centres undefined) | 0% | . | ? | .
COc1ccc(CN2[C@@H](CC(=O)O)c3ccc(C(F)(F)F)cc3S2(=O)=O)cc1 | -21% | . | -22% | .
O=C1C[C@H]2C=CCc3cccc(c32)CN1Cc1ccc(Cl)cc1 | -24% | . | 18µM* | .
O=C(COC(=O)c1ccccc1OCCOc1ccccc1)Nc1ccccc1Br | -1% | . | 6% | .
CCN(CC)CC(=O)c1c(C)n(C)c2ccc(OC)cc12 | 0% | . | ? | .
Cc1cc[n+](C2CCCCC2)cc1 | ? | . | ? | .
O=C1c2ccccc2NC(c2ccc(OCc3ccccc3)c(OCc3ccccc3)c2)N1Cc1ccco1 (centres undefined) | 11% | . | -5% | .
COc1ccc(-c2ccc3ncnc(NCc4cccs4)c3c2)cc1 | ? | . | -10% | .
COc1cc(CN2c3ccc(Br)cc3C(=O)CS2(=O)=O)cc(OC)c1 | -16% | . | -29% | .
C=C1C=C(C(F)F)n2ncc(C(=O)NCCc3ccccc3OC)c2N1 | 0% | . | 0% | .
CSc1ccc(-c2cnc(N3CCC(C(N)=O)CC3)s2)cc1 | 17% | . | 25% | .
Cc1ccc(C)c2c(/C=C/c3ccc(N(C)C)cc3)ccnc12 | ? | . | -7% | .
CCOC(=O)/C=C1\CN(Cc2ccc(OC)cc2)S(=O)(=O)c2ccc(C(F)(F)F)cc21 | -3% | . | ? | .
COc1ccc(OC)c2c(/C=C/c3c(C)[nH]c4ccccc34)ccnc12 | ? | . | 21µM* | .
CC(C)C(=O)Nc1ccc(/C=C2\C=Cc3ccccc32)cc1 | 0% | . | 4% | .
CC(C)N1CCN(c2cccc(Nc3nn4c(=O)c5ccccc5nc4s3)c2)CC1 | -17% | . | -7% | .
O=C(Nc1ccc(F)c(F)c1)c1cnn2c1NC(=C1CC1)C=C2C(F)(F)F | ? | . | -1% | .
Cc1ccsc1CN(C)c1ncnc2ccc(-c3ccc4c(c3)OCO4)cc12 | ? | . | 1% | .
CN1CC[C@H](c2c(O)cc(O)c3c(=O)cc(-c4ccccc4Cl)oc23)[C@H](O)C1 | ? | . | ? | .
Cc1csc2c1c(=O)n(O)c(=O)n2Cc1ccccc1 | 8% | . | -11% | .
Cc1sc2ccccc2[n+]1CCc1ccccc1 | -4% | . | -5% | .
Cc1ccc(NC(=O)c2cnn3c2NC(=C2CC2)C=C3C(F)F)cc1C | ? | . | ? | .
O=S1(=O)N=C(OCc2ccccc2)c2ccccc21 | 41% | . | 0% | .

A draw from above in order of molecular weight, lowest first:
SMILES | KB-3-1 tox | SW480 rereplic | KB-V1 cytotox | GLP1R ag
Cc1csc2c1c(=O)n(O)c(=O)n2Cc1ccccc1 | 8% | . | -11% | .
CSc1ccc(-c2cnc(N3CCC(C(N)=O)CC3)s2)cc1 | 17% | . | 25% | .
CN1CC[C@H](c2c(O)cc(O)c3c(=O)cc(-c4ccccc4Cl)oc23)[C@H](O)C1 | ? | . | ? | .

(next part)
SMILES | KB-3-1 tox | SW480 rereplic | KB-V1 cytotox | GLP1R ag
CC[N+]1(CC(=O)c2ccc(I)cc2)CCCCC1 | -13% | . | -1% | .
S=C(NCCCN(Cc1ccc(Cl)cc1)c1ccc(-c2ccccc2)cn1)NCCCN(Cc1ccc(Cl)cc1)c1ccc(-c2ccccc2)cn1 | 0% | . | 7% | .
COc1ccccc1CN(C)CC(=O)c1c(C)[nH]c2ccccc12 | 5% | . | 0% | .
Cc1ccccc1CN1[C@H](C)[C@H](c2ccccc2)OCCS1(=O)=O | ? | . | ? | .
C=CCN1CC[C@@H](O)C(=C)S1(=O)=O | 4% | . | 4% | .
Cc1cc2c(cc1C)N[C@]1(C[C@H]3CCCC(=O)N4CC[C@@H](C1)[C@@H]34)C(=NCc1ccccc1)N2 | 11% | . | -22% | .
Cc1cc(C)n2ncc(C(=O)N3CCCC3)c2n1 | 6% | . | -7% | .
O=C(CNC(=O)c1ccccc1)OCC(=O)c1cccc2ccccc12 | ? | . | 12% | .
C=C1C=C(C)n2ncc(C(=O)N(CCc3ccccc3)Cc3ccccc3)c2N1 | -6% | . | 0% | .
COc1ccc(-c2nnc3ccc(SC(C)C)nn23)cc1OC | -18% | . | 21µM* | .
CCCc1nnc(NC(=O)c2c(O)c3cccc4c3n(c2=O)CCC4)s1 | ? | . | ? | .
O=C([C@@H]1CC=C[C@@H]2CCN(C3CCCCC3)C(=O)[C@@H]21)N1CCOCC1 | 4% | . | -7% | .
O=C1Cc2cc(S(=O)(=O)N3CCN(c4ccc(C(=O)O)cc4)CC3)ccc2N1 | 0% | . | -5% | 2%
O=C(O)c1[nH]n(-c2ccc(S(=O)(=O)O)cc2)c(=O)c1N=Nc1ccc(S(=O)(=O)O)cc1 | 0% | . | 12% | 0%
O=C1Cc2cc(S(=O)(=O)N3CCN(c4ccc(O)cc4)CC3)ccc2N1 | 0% | . | 9% | 2%
O=C(O)c1ccc(O)c2ncccc12 | 0%&-17% | . | 2%&13% | 0%
Cc1nc(CN(C)c2ncnc3ccc(-c4ccc5c(c4)OCO5)cc23)cs1 | ? | . | ? | 8%
Cc1ccccc1NS(=O)(=O)c1ccc2c(c1)CCC(=O)N2 | 0% | . | -10% | 11%
O=C(O)c1ccc(-c2cccc(-c3nn4c(=O)cc(N5CCNCC5)nc4s3)c2)cc1 | 0% | . | -1% | -2%
Cc1c(P(=S)(c2ccccc2)c2ccccc2)[n+]2ccccc2n1C/C=C/c1ccccc1 | 10µM* | . | 3% | 0%
Cc1ccc(NS(=O)(=O)c2cc3c(cc2Br)NC(=O)CO3)cc1C | 0% | . | -19% | -5%
NCCCNC(=S)NCCCN(Cc1ccc(Cl)cc1)c1ccc(Br)cn1 | -24%&-40% | . | -13%&0% | -3%
COC(C(=O)C(O)C(C)O)C1Cc2cc3cc(OC4CC(OC5CC(O)C(O)C(C)O5)C(O)C(C)O4)c(C)c(O)c3c(O)c2C(=O)C1OC1CC(OC2CC(OC3CC(C)(O)C(O)C(C)O3)C(O)C(C)O2)C(O)C(C)O1 (centres undefined) | 0.0052µM* | -23% | 7% | .

High-throughput results from PubChem.
